# hIAP act: human IAP activation | P09923 | purified human IAP, CDP-Star luminescence, 30 min; hits give high values; 1 = vehicle-only enzyme, 0 = enzyme-free background | activation factor at 10 µM | actives 0.16% (n = 330,000) | AID 2524;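 active = activation factor of the enzyme at least 2-fold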; note: the source names both 10 and 20 µM as test concentration; values of inactives mirror those of a sister screen read the other way
# PfG6PD inh: PfG6PD (Plasmodium falciparum) enzyme inhibition; AID 504690; inhibition, % at 20 µM; actives 0.78% (n = 350,000); PfGluPho enzyme, NADPH resazurin-diaphorase fluorescence;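 active = inhibition reaching at least a set limit at 20 µM in the primary screen, cut at about 59% in these data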;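 note: 0% = DMSO wells with substrate and 100% = DMSO wells lacking glucose-6-phosphate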
# SENP8 block: SENP8 (human) protease inhibition | AID 602440 | inhibition, % at 20 µM | actives 0.64% (n = 360,000) | Q96LD8 | recombinant SENP8, Nedd8 substrate fluorescence; in the data active = inhibition mostly above about 40%, no sharp cut-off; inactive = mostly below about 27%
# SENP6 block: SENP6 protease inhibition | Q9GZR1 | Recombinant SENP6 catalytic domain, aminoluciferin luminescence | inhibition, % at 10 µM | actives 1.8% (n = 330,000) | AID 2599;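 active = inhibition above about 50% at the single tested dose, limit read from the data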;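 note: plate controls were DMSO wells with enzyme for no effect and DMSO wells lacking enzyme for full effect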
# Target sequence (Q9GZR1 628-1112 limits assumed): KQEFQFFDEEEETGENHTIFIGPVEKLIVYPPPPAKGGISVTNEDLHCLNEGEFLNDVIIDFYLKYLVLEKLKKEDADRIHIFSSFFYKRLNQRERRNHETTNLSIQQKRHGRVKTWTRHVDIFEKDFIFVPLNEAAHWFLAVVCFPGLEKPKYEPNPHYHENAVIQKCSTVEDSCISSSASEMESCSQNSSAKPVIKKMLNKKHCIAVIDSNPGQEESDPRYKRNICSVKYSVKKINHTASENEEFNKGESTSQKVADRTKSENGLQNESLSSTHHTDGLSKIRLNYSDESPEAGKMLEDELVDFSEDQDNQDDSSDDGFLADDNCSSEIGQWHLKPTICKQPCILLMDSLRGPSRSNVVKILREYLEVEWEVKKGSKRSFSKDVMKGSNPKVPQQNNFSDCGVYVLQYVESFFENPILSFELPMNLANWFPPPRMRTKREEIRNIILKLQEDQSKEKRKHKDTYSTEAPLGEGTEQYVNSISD
# SENP1 FRET inh: blocks the human SENP1 SUMO protease catalytic domain | Q9P0U3 | recombinant SENP1 catalytic domain, CyPet-SUMO1-YPet FRET cleavage | inhibition, % at 10 µM | actives 0.21% (n = 360,000) | AID 624204;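 active = inhibition at least 30% at 10 µM, raw YFP signal under a set limit, fluorescence ratio 0.5 to 1.5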;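 note: 0% = enzyme with DMSO and 100% = no enzyme wells; some results filed as inactive read as strong as hits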
#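 System: Recombinant human SENP1 catalytic domain, His6-tagged | Incubation: Enzyme reaction for 50 min at room temperature, dark | Medium: Tris pH 8 with BME, BSA, NP40 and catalase | Also added: 25 nM SUMO1 FRET substrate | Compound: 10 µM single point, 0.5% DMSO | Measured by: FRET fluorescence in CFP and YFP emission channels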
# NR3A LBD binder: modulates the human NR3A ligand-binding domain | Tm shift relative to glycine control, % at 25 µM | actives 2.5% (n = 340,000) | NR3A LBD differential scanning fluorimetry, Tm shift; 0% = protein alone, 100% = glycine-bound protein;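 active = melting temperature shift of at least 10% of the positive control shift, at one fixed dose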
# MPTP inh: inhibitors of mitochondrial permeability transition pore | isolated mouse mitochondria, Ca2+ swelling absorbance, 30 min | inhibition, % at 10 µM | actives 1.4% (n = 360,000);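 active = inhibition of 50% or more, scaled per plate between neutral and stimulator controls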;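 note: 0% = DMSO wells given calcium and 100% = 1 mM EGTA wells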
# ATG4B inh: inhibitors of human ATG4B cysteine protease | actives 0.51% (n = 340,000) | ATG4B cleavage of LC3-PLA2, NBD-HPC fluorescence, 1 h | Q9Y4P1 | inhibition, % at 8.33 µM; in the data active = inhibition above about 40%
# Target sequence (Q9Y4P1 whole entry, looked up): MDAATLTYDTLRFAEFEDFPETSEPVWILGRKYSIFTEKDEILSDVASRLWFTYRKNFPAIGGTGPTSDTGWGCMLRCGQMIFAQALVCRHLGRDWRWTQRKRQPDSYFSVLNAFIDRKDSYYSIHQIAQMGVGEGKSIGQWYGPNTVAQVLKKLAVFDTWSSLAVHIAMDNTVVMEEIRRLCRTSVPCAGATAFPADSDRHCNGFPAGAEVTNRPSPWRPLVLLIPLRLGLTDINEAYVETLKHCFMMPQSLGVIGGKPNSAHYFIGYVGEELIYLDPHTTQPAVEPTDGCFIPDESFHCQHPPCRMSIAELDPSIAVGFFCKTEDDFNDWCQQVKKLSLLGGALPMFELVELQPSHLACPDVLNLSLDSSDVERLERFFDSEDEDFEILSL
# Active calls of the source: *; i = inactive; x = not tested or not shown.
SMILES,hIAP act,PfG6PD inh,SENP8 block,SENP6 block,SENP1 FRET inh,NR3A LBD binder,MPTP inh,ATG4B inh
COc1cc(C(=O)Nc2ccc3c(c2)ncn3C)cc(OC)c1OC,1.2,-22,6,-12,1,0,-0.6,6
COc1cc(-c2nnc(SC(C)C(=O)Nc3c(C)n(C)n(-c4ccccc4)c3=O)o2)cc(OC)c1OC (stereo not drawn),0.87,11,16,10,2,0,-1.0,-4
O=C(O)C1C(c2ccccc2)C(C(=O)Oc2ccccc2)C1c1ccccc1 (stereo not drawn),1.1,-20,13,2,4,0,9.1,-4
O/N=C1\CCCc2ccc3ccccc3c21,1.2,27,12,1,0,1,-1.7,4
Cc1cc2ncn(C3CC(O)C(CO)O3)c2cc1C (stereo not drawn),x,12,-1,x,-1,-2,-1.0,-4
COc1ccc(/C(=C/c2ccc(OC(F)F)c(OC)c2)C(=O)O)cc1OC,0.9,9,-25,-9,2,-3,0.0,-11
CC(C)n1nccc1N(Cc1ccc(Cl)cc1)S(=O)(=O)c1ccccc1,1,10,8,-8,-1,-3,0.2,-7
CN(CC(=O)Nc1ccccc1Cl)C(=O)Cn1cnc2ccccc2c1=O,0.81,2,-2,-5,1,2,-3.1,0
COc1ccc(NC(=O)CN(C)C(=O)c2cn(-c3ccccc3)nc2-c2ccc(F)cc2)cc1,0.99,13,-4,-5,0,2,-2.1,-17
CCOc1ccccc1NC(=O)C1CCCN(C(=O)Nc2ccccc2)C1 (stereo not drawn),1,1,19,-2,3,1,-0.4,-17
CCOC(=O)N1CCC(Nc2c(N3CCN(c4cc(Cl)ccc4C)CC3)c(=O)c2=O)CC1,1.1,1,11,-4,-1,-1,0.6,3
CNC(=O)COC(=O)c1ccc2c(c1)S(=O)(=O)c1ccccc1C2=O,1.1,-9,15,-7,3,0,-0.2,3
CCOc1ccc(Oc2nc(N(CC)CC)nc(N3CCOCC3)n2)nn1,1.1,-8,11,-13,1,-1,9.8,-1
c1ccc(Cn2nnnc2C(c2ccncc2)N2CCOCC2)cc1 (stereo not drawn),0.88,-15,3,-7,1,-1,-0.4,5
Cc1ccc(-c2nn(CC(=O)NCCN3CCOCC3)c(=O)c3ccccc23)cc1,1.2,-8,7,-9,1,0,-1.4,1
COc1ccc(-n2c(Cc3cccn3C)nnc2SCC(=O)NC2CCCC2)cc1,0.96,8,-4,-6,-1,-2,-2.2,3
Cc1cc(C)c(C(=O)COC(=O)c2cc([N+](=O)[O-])ccc2NCCO)cc1C,0.96,5,17,-4,2,1,-3.7,8
COC(=O)CC(c1ccc(C(C)C)cc1)n1cccc1 (stereo not drawn),0.98,0,7,-12,3,3,-0.4,-1
CCOc1ccccc1OCC(O)CNC (stereo not drawn),0.93,-8,5,-6,3,-2,-1.9,-3
CCOC(=O)Cc1nnn(CC(=O)OCC)n1,0.97,7,36,8,2,0,2.9,-1
CCn1c(CSc2n[nH]c(N)n2)nc2cc(C(=O)O)ccc21,0.97,3,-6,2,1,-2,0.1,-4
O=c1c2cn[nH]c2[nH]c(=S)n1-c1ccccc1,1.1,59*,29,-5,-1,3,-3.4,-6
Cc1ccc2nc3c(c(C(=O)OCC(=O)N(C)C4CCS(=O)(=O)C4)c2c1)CCCC3 (stereo not drawn),1.1,6,-162,4,-2,0,-1.0,-3
CCN1CCN(c2ncc(C(=O)Nc3ccccc3C(=O)OC)c3ccccc23)CC1,0.93,0,i,7,2,-1,10,-30
O=c1c([N+](=O)[O-])c(N2CCCCC2)c2ccccc2n1-c1ccccc1,0.98,-11,20,-8,-2,0,0.9,2
COc1ccccc1NC(=O)c1c([N+](=O)[O-])c(C(C)(C)C)nn1C,1,8,23,-2,1,1,3.3,-6
CN(C)c1ccc(/C=N/NC(=O)Cn2nnc3ccccc32)cc1,1.1,-1,-408,-19,0,4,-1.4,-8
O=[N+]([O-])c1ccc(NCc2ccc3c(c2)OCO3)cc1,0.91,12,18,-12,-4,-11,1.4,-6
O=C(COC(=O)c1ccccc1C(=O)N1CCN(c2ccc(F)cc2)CC1)NCc1ccccc1,0.84,8,18,1,4,3,-0.3,-19
CCn1c(=O)c(=O)[nH]c2cc(C(=O)NC3CCCC3)ccc21,0.96,-2,-100,-7,1,2,-1.6,-4

# Shown with tabs: 17 of the compounds above
compound	hIAP act	PfG6PD inh	SENP8 block	SENP6 block	SENP1 FRET inh	NR3A LBD binder	MPTP inh	ATG4B inh
c1ccc(Cn2nnnc2C(c2ccncc2)N2CCOCC2)cc1 (stereo not drawn)	0.88	-15	3	-7	1	-1	-0.4	5
Cc1ccc(-c2nn(CC(=O)NCCN3CCOCC3)c(=O)c3ccccc23)cc1	1.2	-8	7	-9	1	0	-1.4	1
COc1ccc(-n2c(Cc3cccn3C)nnc2SCC(=O)NC2CCCC2)cc1	0.96	8	-4	-6	-1	-2	-2.2	3
Cc1cc(C)c(C(=O)COC(=O)c2cc([N+](=O)[O-])ccc2NCCO)cc1C	0.96	5	17	-4	2	1	-3.7	8
COC(=O)CC(c1ccc(C(C)C)cc1)n1cccc1 (stereo not drawn)	0.98	0	7	-12	3	3	-0.4	-1
CCOc1ccccc1OCC(O)CNC (stereo not drawn)	0.93	-8	5	-6	3	-2	-1.9	-3
CCOC(=O)Cc1nnn(CC(=O)OCC)n1	0.97	7	36	8	2	0	2.9	-1
CCn1c(CSc2n[nH]c(N)n2)nc2cc(C(=O)O)ccc21	0.97	3	-6	2	1	-2	0.1	-4
O=c1c2cn[nH]c2[nH]c(=S)n1-c1ccccc1	1.1	59*	29	-5	-1	3	-3.4	-6
Cc1ccc2nc3c(c(C(=O)OCC(=O)N(C)C4CCS(=O)(=O)C4)c2c1)CCCC3 (stereo not drawn)	1.1	6	-162	4	-2	0	-1.0	-3
CCN1CCN(c2ncc(C(=O)Nc3ccccc3C(=O)OC)c3ccccc23)CC1	0.93	0	i	7	2	-1	10	-30
O=c1c([N+](=O)[O-])c(N2CCCCC2)c2ccccc2n1-c1ccccc1	0.98	-11	20	-8	-2	0	0.9	2
COc1ccccc1NC(=O)c1c([N+](=O)[O-])c(C(C)(C)C)nn1C	1	8	23	-2	1	1	3.3	-6
CN(C)c1ccc(/C=N/NC(=O)Cn2nnc3ccccc32)cc1	1.1	-1	-408	-19	0	4	-1.4	-8
O=[N+]([O-])c1ccc(NCc2ccc3c(c2)OCO3)cc1	0.91	12	18	-12	-4	-11	1.4	-6
O=C(COC(=O)c1ccccc1C(=O)N1CCN(c2ccc(F)cc2)CC1)NCc1ccccc1	0.84	8	18	1	4	3	-0.3	-19
CCn1c(=O)c(=O)[nH]c2cc(C(=O)NC3CCCC3)ccc21	0.96	-2	-100	-7	1	2	-1.6	-4

# Additional entries
SMILES,hIAP act,PfG6PD inh,SENP8 block,SENP6 block,SENP1 FRET inh,NR3A LBD binder,MPTP inh,ATG4B inh
CCn1c(CNc2ccc(F)cc2)nnc1SCC(=O)N1CCCc2ccccc21,1.1,-8,0,-15,1,0,-1.0,2
O=C(c1ccc(S(=O)(=O)N2CCCCC2)cc1)N1CCN=C1SCc1cccnc1,0.99,3,9,-3,-2,-1,-1.0,-4
CCOC(=O)C1CCN(C(=O)c2cc(COc3ccc(OC)c4ccccc34)on2)CC1,1.1,28,0,-12,-3,-1,-0.2,1
CCCOC(=O)C1[C@H]2C(=O)N(C(C)c3ccc(OC)cc3)C[C@]23C=C[C@H]1O3 (stereo partly drawn),1.1,0,5,3,0,0,2.3,1
O=S(=O)(c1ccc(Br)c2ccccc12)N1CCCC1,1.1,-2,-1,-15,-2,0,0.3,-6
O=c1c(Cl)c(NCCO)cnn1-c1cccc(Cl)c1,1.1,-6,-15,-3,2,-1,-2.1,7
COc1ccc(CC(=O)NCc2ccc3c(c2)cc(C)n3C)cc1OC,0.94,-1,-37,-1,-15,0,-2.1,-2
COc1ccc(C(=O)OCn2nnc3ccccc3c2=O)cc1[N+](=O)[O-],1,-13,18,-23,-1,6,-0.9,6
c1ccc2c(c1)nc1n2CCN1,0.92,-13,19,-18,1,1,-2.4,-12
N=c1c(S(=O)(=O)c2ccc(Cl)cc2)cc2c(=O)n3ccccc3nc2n1C1CCCC1,0.86,12,-46,-36,-32,8,1.8,1
CCN1CCN(c2nc(SC)nc3sc4c(c23)CC(C)(C)OC4)CC1,x,34,-154,x,-10,1,-6.2,-9
COc1ccc(CNC(=O)C2CCN(C(=O)c3cccc(Cl)c3)CC2)cc1,1.1,5,1,-8,1,2,-1.1,-3
COc1ccccc1C1NC(=O)NC(C)=C1C(=O)OC1CCCCC1 (stereo not drawn),1.1,-2,15,-10,0,0,0.0,-1
CCCC(C)C(=O)Nc1cc([N+](=O)[O-])ccc1F (stereo not drawn),1.1,-20,13,-11,3,0,-0.3,1
O=C(COc1ccccc1F)c1ccc(O)cc1O,1.3,-12,23,22,3,1,6.3,-10
COc1ccc2ccccc2c1C1NC(=O)c2ccccc2N1 (stereo not drawn),x,-1,i,x,-4,3,-0.2,0
CCCCN(C(=O)c1ccc2c(c1)OCO2)C1CCS(=O)(=O)C1 (stereo not drawn),1.1,11,5,-1,0,2,-0.7,-8
CC1CCN(C(=O)CN2C(=O)c3ccccc3S2(=O)=O)CC1,0.87,-4,25,-2,1,0,-1.8,-4
CSc1nncn1/N=C/c1ccc([N+](=O)[O-])cc1,1,23,18,-4,2,-1,0.8,-5
CCOC(=O)C1CCN(C(=O)c2ccc(OCC)c(OCC)c2)CC1,1,-8,18,8,1,0,-1.0,-12
COc1ccc(C(=O)Nc2ccc(F)cc2F)cc1OC,1,-5,10,-11,2,-2,0.7,-11
Cc1cc(C(F)(F)F)nc(NCc2cccnc2)n1,0.97,-18,-23,-16,-4,2,-0.6,-5
COc1cc(C2SCC(=O)N2c2c(C)n(C)n(-c3ccccc3)c2=O)ccc1O (stereo not drawn),1.1,-4,24,-16,-1,1,-0.2,11
O=C(N/N=C\c1ccc(O)c([N+](=O)[O-])c1)c1ccccc1-n1cccc1,0.84,-27,2,-11,2,-2,-0.6,2
CC(C)c1cccc(C(C)C)c1NC(=O)CCl,0.84,-4,14,-14,2,2,-3.3,9
C/C(=N\NC(=O)c1ccc(Cl)cc1)c1cccs1,x,-13,13,x,2,-1,-1.3,-2
CCC(CC)NC(=O)COn1nnc2ccc(S(=O)(=O)N3CCOCC3)cc21,1.1,-10,24,-18,2,1,-1.5,-6
c1ccc(-c2nn3nnnc3c3ccccc23)cc1,1,2,9,-12,0,-1,-0.7,-5
COc1cc(C(=O)NCC(c2ccco2)N2CCc3ccccc32)cc(OC)c1OC (stereo not drawn),1.1,0,2,-13,-3,1,1.3,9
Cc1ccccc1C(=O)NNC(=O)c1ccc2nc[nH]c2c1,1.2,-4,0,2,0,-2,-0.3,-2
COc1ccc(OCc2cc(C(=O)N3CCCC(CO)C3)no2)c2ccccc12 (stereo not drawn),1.2,30,-52,29,-9,-4,-1.0,-4
COc1ccc2nc(SCC(=O)c3ccco3)[nH]c2c1,1,27,14,25,0,-1,0.3,-11

# Assay outcomes as filed in PubChem.
